Assay outcomes deposited in PubChem BioAssay by several laboratories.
Cardio protect: cardioprotection against H2O2-induced cell death, primary screen, uHTS, H9c2 cells, ATPLite luminescence | protection from H2O2 cell death, % at 20 µM | H9c2 cardiomyocytes, H2O2 injury protection, 2 h | hit rate 0.63% among 360,000 | AID 588492, 2011;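 active means compounds giving at least 50% protection of heart cells from peroxide-induced death in the single-dose screen, raw or plate-pattern-corrected value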;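 further: 0% = DMSO wells with peroxide and 100% = DMSO wells without peroxide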
m5-HT2A agonist: mouse Htr2a agonists via beta-arrestin recruitment, primary screen, cell-based, luminescence | 5-hydroxytryptamine receptor 2A (Mus musculus), P35363 | CHO-K1 mHTR2A beta-arrestin complementation; percent of 30 µM serotonin response | activation, % at 7.6 µM | hit rate 0.66% among 360,000;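 active means activation above a run cutoff, the mean activation of all tested compounds plus 3 SD, cut at about 14% in these data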;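 further: 0% = plate median of compound wells and 100% = 30 µM serotonin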
N-glyco inh: increase of ERlucT glycosylation luciferase signal, primary screen, N-linked glycosylation inhibitor project, D54 ERlucT cells, luminescence, set 2. D54 ERlucT glycosylation luciferase reporter, 24 h; percent of 100 nM tunicamycin response. reporter increase, % at 12.5 µM. hit rate 0.23% among 360,000;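 active means mean luciferase reporter signal, scaled so untreated is 0 and the glycosylation-blocking control 100, at or above a set limit in every replicate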;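 further: luciferase carries N-glycosylation sites so blocking glycosylation raises the light; 0% = median of neutral control wells and 100% = median of 100 nM tunicamycin wells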
ABHD5-PLIN5 inh: ABHD5-PLIN5 interaction inhibitors, primary screen, cell lysate, split luciferase complementation, luminescence. Split G. princeps luciferase complementation, 4 h. inhibition, % at 4 µM. hit rate 0.78% among 360,000;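 active means inhibition above the mean inhibition across every tested compound plus 3 SD, cut at about 22% in these data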;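 further: 0% = DMSO only wells and the 100% control is not disclosed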
MC4R barr agon: MC4R agonists recruiting beta-arrestin, primary screen, cell-based, luminescence, agonist arm of biased-ligand search; U2OS MC4R beta-arrestin complementation; percent of melanotan II response, DMSO zero; activation, % at 8.9 µM; hit rate 0.98% among 360,000; AID 540308, 2011;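 active means activation above a per-plate cutoff, the mean activation of sample wells on that plate plus 3 SD, cut at about 8% in these data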
PDI turbidity: inhibitors of human PDI, primary screen, biochemical, turbidity, single point, plate reader; Protein disulfide-isomerase (Homo sapiens), P07237; PDI insulin aggregation turbidity, A650, 90 min; inhibition, % at 10 µM; hit rate 0.052% among 350,000; AID 588391, 2011;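 active means mean inhibition across replicates of 30% or more, whatever share of single replicates reach that level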;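 further: absorbance from insulin aggregation driven by PDI reduction with DTT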
Granule exo inh: LAMP-1 surface exposure blockers, TALL-104 cells – cell-based, flow cytometry, MLPCN library, primary screen | AID 651702, 2012 | hit rate 0.66% among 360,000 | TALL-104 LAMP-1 surface exposure; cells stimulated with thapsigargin and PMA | inhibition, % at 10 µM;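 active means inhibition above about 55%, limit read from the data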
ABCB6 inh 2: ABCB6 transporter inhibitors, primary screen, K562-ABCB6 cells, flow cytometry, MLPCN library; ATP-binding cassette sub-family B member 6 (Homo sapiens), Q9NP58; fluorescence ratio to DMSO, % at 10 µM; K562-ABCB6 porphyrin accumulation, 1 h; hits give low values; hit rate 0.19% among 360,000; AID 602162, 2011;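 active means fluorescence ratio to DMSO below 75%, the collection mean minus 3 SD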;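 further: signal is porphyrin accumulated inside mitochondria; 100% equals median channel fluorescence of DMSO control wells; lower ratio means ABCB6 inhibition with less porphyrin fluorescence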
Target sequence (Q9NP58 whole entry, looked up): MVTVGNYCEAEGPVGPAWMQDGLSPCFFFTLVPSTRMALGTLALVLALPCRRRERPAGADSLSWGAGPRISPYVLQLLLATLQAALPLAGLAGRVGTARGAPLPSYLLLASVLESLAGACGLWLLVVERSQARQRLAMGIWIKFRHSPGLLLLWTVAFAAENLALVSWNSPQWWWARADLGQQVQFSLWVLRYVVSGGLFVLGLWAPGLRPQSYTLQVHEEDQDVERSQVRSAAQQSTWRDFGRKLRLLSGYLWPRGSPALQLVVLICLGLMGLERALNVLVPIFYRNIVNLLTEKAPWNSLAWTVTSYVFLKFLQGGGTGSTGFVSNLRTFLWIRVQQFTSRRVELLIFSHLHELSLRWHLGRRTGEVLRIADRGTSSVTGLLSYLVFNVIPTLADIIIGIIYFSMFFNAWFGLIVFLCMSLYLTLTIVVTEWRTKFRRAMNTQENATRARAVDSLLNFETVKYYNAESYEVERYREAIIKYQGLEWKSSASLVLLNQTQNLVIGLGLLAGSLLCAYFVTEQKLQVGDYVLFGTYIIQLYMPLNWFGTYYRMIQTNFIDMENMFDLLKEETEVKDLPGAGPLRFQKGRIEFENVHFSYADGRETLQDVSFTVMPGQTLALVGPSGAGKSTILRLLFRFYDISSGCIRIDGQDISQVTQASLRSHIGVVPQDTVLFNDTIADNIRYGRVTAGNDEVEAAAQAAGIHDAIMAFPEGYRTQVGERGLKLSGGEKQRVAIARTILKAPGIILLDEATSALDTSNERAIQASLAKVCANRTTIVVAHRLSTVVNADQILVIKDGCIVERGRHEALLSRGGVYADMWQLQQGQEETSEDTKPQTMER
MC4R antag cAMP: MC4R antagonists of cAMP signaling, primary screen, cell-based, TR-FRET, antagonist arm of biased-ligand search | inhibition, % at 6.5 µM | Melanocortin receptor 4 (Homo sapiens), P32245 | MC4R-expressing cells, MTII-stimulated cAMP, LANCE TR-FRET | hit rate 0.48% among 360,000;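 active means inhibition above its plate's cutoff, the mean of tested wells on that plate plus 3 SD, cut at about 29% in these data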;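 further: 0% = Melanotan II alone and 100% = Melanotan II plus saturating MCL0020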
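System: U2OS-MC4R stable cell line; Technique: Eu-cAMP/anti-cAMP TR-FRET, emission 671 nm; Repeats: single well per compound; Also added: Melanotan II; Dosing: one concentration, 6.5 µM nominal; Schedule: 30-min compound, 1-h challenge, 1-h detection, room temperature.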
CaV13 FRET inh: Primary screen for inhibitors of IQ motif and Ca2+-dependent inactivation inhibitor domain binding in CACNA1D, Förster resonance energy transfer in living cells, …; HEK cells, CFP/YFP FRET ICDI-IQ, plate reader, 10 min; percent FRET-ratio fall versus neutral wells; inhibition, % at 12.3 µM; hit rate 0.098% among 340,000; AID 743397;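 active means mean replicate inhibition of at least 30% and at least 1% of replicates passing that level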;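 further: 0% = median of the neutral control wells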
Starred values were filed as active, the others as inactive; . = not tested or not shown.

SMILES | Cardio protect | m5-HT2A agonist | N-glyco inh | ABHD5-PLIN5 inh | MC4R barr agon | PDI turbidity | Granule exo inh | ABCB6 inh 2 | MC4R antag cAMP | CaV13 FRET inh
CCOc1ccccc1OCC(=O)Nc1ccc(S(=O)(=O)Nc2ncccn2)cc1 | 1 | 11 | -2 | 1 | 0.2 | 0 | -4 | 104 | 1 | .
CN(C)S(=O)(=O)c1cc(NC(=O)CNCCN2CCOCC2)ccc1Cl | 13 | -1 | 1 | 5 | -1.2 | -7 | -2 | 100 | 4 | -5
CCn1cc(C(=O)NCCC(=O)NC(C)C)c(=O)c2cc3c(cc21)OCO3 | 6 | 0 | 1 | 1 | -1.3 | 11 | 3 | 93 | 4 | -3
Cn1c(=O)[nH]c(=O)c2c1nc(Br)n2CC(O)COc1ccc(Cl)cc1 (centres undefined) | 92* | 2 | 2 | 6 | 1.6 | 0 | -2 | 90 | 31* | 0
Cn1cnnc1SCC(=O)Nc1sc2c(c1C(N)=O)CCC2 | 10 | 0 | 1 | -10 | -1.4 | -4 | 0 | 98 | 1 | -8
O=C1c2ccccc2-c2ncnc3c(N4CCOCC4)cc(N4CCOCC4)c1c23 | 4 | 2 | 1 | -2 | -0.1 | 15 | -5 | 117 | 1 | -7
O=C(Nc1ccc(OC(F)(F)F)cc1)c1ccc2nc[nH]c2c1 | -5 | 6 | 0 | 0 | 0.1 | -2 | -2 | 96 | -5 | -1
CC(C)c1ccc(/C=C/C(=O)NCCCN2CCOCC2)cc1 | 2 | -9 | 2 | -3 | -1.7 | -1 | -2 | 98 | -1 | -10
O=C(c1ccc(Cl)c(S(=O)(=O)N2CCCCCC2)c1)N1CCCC(C(F)(F)F)C1 (centres undefined) | -6 | 4 | -4 | 8 | 0.6 | 13 | -4 | 97 | -2 | -15
CCc1ccc(-c2cc3c(=O)n(CC(=O)N4CCCC4)nc(C)n3n2)cc1 | -1 | -1 | -1 | -1 | -0.8 | 0 | 0 | 101 | 10 | -5
CCNC(=O)C1CCCN(C(=O)c2cccs2)CC1 (centres undefined) | 5 | 8 | 0 | -3 | -0.7 | -2 | 15 | 100 | 1 | -5
CC1(Cc2ccccc2C#N)C(=O)Nc2ccc(OC(F)(F)F)cc21 (centres undefined) | -9 | 8 | -2 | -12 | 4.0 | -1 | -24 | 106 | -8 | -5
CCOc1ccc(NS(=O)(=O)c2cc(NC(=O)C3CC3)ccc2C)cc1Br | -8 | -3 | -2 | 2 | -0.5 | 17 | 13 | 103 | -7 | -5
c1ccc(-c2cc3c(N4CCCCC4)ncnc3s2)cc1 | -4 | -1 | -3 | 1 | -1.0 | -3 | -2 | 94 | 5 | -7
O=NNc1nc2ccccc2n1Cc1ccccc1 | 72* | -7 | -9 | 7 | -0.2 | 3 | 5 | 96 | -4 | -22
COc1cc(CN2CCC(C(=O)NC(c3ccc(F)cc3)c3ccc4ccccc4n3)CC2)cc(OC)c1 (centres undefined) | 2 | -1 | -3 | 7 | 0.5 | -2 | 14 | 103 | 1 | -7
CCc1nc(SCC(=O)Nc2cc(C)on2)c2c(C)c(C)sc2n1 | -4 | -2 | 2 | -3 | 0.2 | 4 | 1 | 106 | -5 | .
Cc1ccc(C)c(N(C(=O)c2csnn2)C(C(=O)NC2CCCCC2)c2ccccn2)c1 (centres undefined) | 4 | 1 | -1 | 0 | 1.8 | 7 | 22 | 92 | 4 | -4
Cc1ccc(S(=O)(=O)CCC(=O)N(C)C2CCCCC2)cc1 | -4 | 7 | -2 | 1 | -3.3 | -2 | 0 | 97 | 8 | -5
C=CCOc1ccc(/C=N/N2C(=O)C(CC(=O)Nc3ccc(F)cc3F)SC2=NC)cc1 (centres undefined) | 2 | 1 | 5 | 2 | 11* | 3 | 8 | 94 | 6 | -2
O=C(N/N=C/c1ccco1)c1cc(-c2cccc(Br)c2)nc2ccccc12 | 10 | 4 | -9 | -9 | -0.7 | 4 | 1 | 94 | 8 | -4
CSc1nc(-c2ccc(Cl)cc2Cl)[nH]c(=O)c1C#N | 2 | 0 | 3 | 1 | 0.7 | 3 | 0 | 97 | 17 | .
O=C(CSc1n[nH]c(=O)[nH]c1=O)Nc1ccc(SC(F)F)cc1 | -1 | -3 | 1 | -8 | -2.1 | 2 | -1 | 95 | 4 | -5
COc1ccc(CCN=C(N)NS(=O)(=O)c2ccc(C)cc2)cc1 | 5 | -5 | -7 | 15 | 3.1 | 6 | 3 | 95 | 2 | -5
CC1CCCC(NCC(=O)Nc2ccc(C(N)=O)cc2)C1C (centres undefined) | 0 | 0 | 0 | 1 | -1.1 | -5 | 1 | 101 | 3 | 15
SMILES | Cardio protect | m5-HT2A agonist | N-glyco inh | ABHD5-PLIN5 inh | MC4R barr agon | PDI turbidity | Granule exo inh | ABCB6 inh 2 | MC4R antag cAMP | CaV13 FRET inh
COCCNCc1ccccc1 | 4 | 5 | 1 | 0 | -1.6 | 0 | 4 | 102 | -6 | -8
CN1CCN(C(=O)CCS(=O)(=O)c2cc3c(cc2Cl)NC(=O)CO3)CC1 | 4 | 0 | -5 | 0 | -0.6 | . | -3 | 99 | -2 | -2
O[C@H]1C[C@H](c2ccc(Cl)cc2)N(CC2CCCCC2)C[C@@H]1n1cc(C2CC2)nn1 | -34 | -2 | -6 | -16 | -0.7 | -4 | 17 | 98 | 6 | -5
O=C(NC(=S)Nc1cccc(Cl)c1N1CCCCC1)c1ccco1 | -9 | -4 | 0 | -13 | 4.1 | -2 | 3 | 99 | -14 | -8
Cc1cc(C(=O)Nc2cccc3c2O[C@H](CN(C)CC2CC2)[C@@H](C)CN([C@H](C)CO)C3=O)n(C)n1 | 1 | 4 | 0 | 0 | -2.0 | -6 | 3 | 99 | -3 | -10
O=C(NCc1ccco1)C1CCCN1C(=O)Nc1ccccc1Cl (centres undefined) | 5 | 0 | 3 | -3 | 0.8 | -5 | -1 | 102 | 1 | -86
COC(=O)c1ccc(COC(=O)CNC(=O)CNC(=O)c2ccc(OC)cc2)cc1 | 12 | -3 | 2 | 0 | -2.0 | -2 | -3 | 94 | 3 | -5
COC(=O)c1cccc(Nc2c3c(nc4ccccc24)CCC3)c1 | -11 | -11 | 22 | 2 | -0.1 | -6 | 36 | 95 | -5 | -3
COc1ccccc1Cc1c(-c2ccco2)nc2ccc(Br)cn12 | 4 | -3 | -1 | 42* | . | . | 52 | 101 | . | -4
CN1C(=S)SC(C)(C)C1NO (centres undefined) | 1 | -4 | 2 | 2 | 0.1 | 0 | 3 | 107 | 3 | -5
Cc1ccc2c(c1)N(CC(=O)c1cccc(Cl)c1)C(=O)C(C)O2 (centres undefined) | -4 | -2 | 1 | -6 | 5.2 | -2 | -2 | 100 | 3 | -4
Nc1nn(-c2ccccc2Cl)cc1-c1nn[nH]n1 | 8 | 0 | 1 | 5 | -0.7 | -1 | -8 | 104 | 7 | 7
N#C/C(=C/c1cccs1)c1nc2ccccc2[nH]1 | -4 | -1 | -4 | 2 | -1.3 | 7 | 4 | 105 | -12 | -6
COc1cccc(NC(=O)C2c3cc(OC)c(OC)cc3C(=O)N(C)C2c2cccnc2)c1 (centres undefined) | 2 | -3 | 5 | 4 | 0.0 | -1 | 2 | 100 | 9 | -4
O=C(CCn1cnc2ccccc21)N/N=C/c1ccc(O)cc1 | -3 | 6 | 0 | 0 | -2.9 | 27 | -5 | 103 | 6 | -14
O=C(Nc1ccc(F)c(Cl)c1)C1CCN(c2ncnc3c2nc2n3CCCCC2)CC1 | -8 | 4 | 2 | -1 | -3.1 | -8 | 3 | 93 | 6 | -3
CC(NC(=O)C(C)(C)C)C(c1cccs1)N1CCOCC1 (centres undefined) | 1 | 1 | 2 | -10 | 0.5 | 0 | 0 | 91 | 6 | -5
Cc1nn(C)c(C(=O)Nc2ccc(Cl)c([N+](=O)[O-])c2)c1Cl | -8 | -3 | -2 | 2 | 5.0 | -3 | 7 | 99 | -2 | -5
COc1ccc(NC2CCCN(C(=O)c3csc(C)n3)C2)cc1 (centres undefined) | -4 | 3 | 0 | 9 | 0.2 | 11 | 1 | 95 | 1 | -7
CCOc1ccc(-c2nnc(-c3cccs3)o2)cc1 | -11 | 0 | -15 | 0 | 3.1 | 2 | 4 | 98 | 2 | -4
O=C(O)c1ccc(NC(=S)NC(=O)c2cncc(Br)c2)cc1 | 3 | -3 | -2 | 6 | -0.9 | 0 | 3 | 102 | 5 | -20
O=C(c1ccc(CNc2c(N3CCOCC3)c(=O)c2=O)cc1)N1CC=C(c2ccccc2)CC1 | -22 | -4 | -3 | -5 | -0.1 | -1 | 20 | 93 | 3 | -6
C=CCn1c(-c2cccc(S(=O)(=O)N(CC)CC)c2)n[nH]c1=S | -4 | -4 | 2 | -15 | -1.3 | 16 | 0 | 118 | 3 | 3
Cc1nn(CCOc2cccc(Cl)c2)c(C)c1[N+](=O)[O-] | -6 | 3 | -1 | 0 | -0.1 | 24 | -3 | 102 | -1 | -6
O=C(Cn1nc(C(=O)O)c2ccccc2c1=O)Nc1cccc(S(=O)(=O)N2CCCCC2)c1 | 5 | 6 | 2 | 7 | -1.2 | 8 | 2 | 102 | 6 | -4
SMILES | Cardio protect | m5-HT2A agonist | N-glyco inh | ABHD5-PLIN5 inh | MC4R barr agon | PDI turbidity | Granule exo inh | ABCB6 inh 2 | MC4R antag cAMP | CaV13 FRET inh
CC(=O)c1ccc(OCC(O)CN2CCCC(C)C2)cc1 (centres undefined) | -1 | -1 | 3 | -2 | 0.4 | . | 16 | 98 | 7 | -10
O=C(CSc1ncnc2sc3c(c12)CCC3)Nc1ccccc1C(=O)O | 2 | -1 | 0 | 1 | -1.1 | -40 | -1 | 91 | 5 | 0
CC1CCN(C(=O)Cn2nnc(-c3cccs3)n2)CC1 | 4 | 1 | -5 | 4 | -3.0 | 12 | -2 | 98 | 7 | -7
Cc1ccc(OCCOCCN2CCCC2)c(Br)c1 | 0 | -6 | -2 | -4 | -0.8 | 8 | 5 | 100 | -2 | -2
O=C(O)C12C[C@H]3C[C@@H](C1)CC(n1ncc(N4CCN(c5ccccc5)CC4)c(Cl)c1=O)(C3)C2 | 4 | -2 | 2 | 0 | 0.0 | 1 | -1 | 96 | -2 | -6
O=C(NNC(=O)c1cccnc1)Nc1ccccc1 | 2 | 0 | 1 | 1 | 2.8 | 2 | 0 | 101 | 19 | -8
